Rin1-Abl PPI inh: inhibitors of Rin1-Abl protein binding, primary screen, biochemical, TR-FRET; Tyrosine-protein kinase ABL1 (Homo sapiens) + Ras and Rab interactor 1 (Homo sapiens), …; actives 0.4% (n = 360,000); AID 588664, 2011; inhibition, % at 7.35 µM; in the data active = inhibition above about 5%, passing the limit was not always enough
CSN deneddyl inh: inhibitors of CSN-mediated cullin deneddylation, primary screen, biochemical, fluorescence polarization, uHTS. COP9 signalosome complex subunit 5 (Homo sapiens), Q92905. Purified CSN, SCF-Nedd8-OG deneddylation. inhibition, % at 12.5 µM. actives 0.38% (n = 360,000). AID 651999, 2013;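 active = pattern-corrected inhibition above about 35%, with an unprinted fluorescence ratio check between 0.5 and 1.5, limit read from the data, passing the limit was not always enough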;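 note: 0% = enzyme with substrate and 100% = substrate without enzyme; some results filed as inactive read as strong as hits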
Target sequence (Q92905 whole entry, looked up, one chain of several): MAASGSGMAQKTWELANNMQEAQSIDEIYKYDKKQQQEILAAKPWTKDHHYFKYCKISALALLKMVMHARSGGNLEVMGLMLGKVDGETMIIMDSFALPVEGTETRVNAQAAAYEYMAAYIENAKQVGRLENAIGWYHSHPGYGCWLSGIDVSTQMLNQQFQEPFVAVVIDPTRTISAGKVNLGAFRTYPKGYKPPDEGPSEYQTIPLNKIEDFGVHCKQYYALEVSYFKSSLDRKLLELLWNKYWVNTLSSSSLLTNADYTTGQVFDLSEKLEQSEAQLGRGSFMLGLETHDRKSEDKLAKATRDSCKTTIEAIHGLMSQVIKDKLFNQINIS
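Material: human Csn5 produced in HEK293T cells; Input: enzyme 0.24 nM; Reagent: SCFSkp2-Nedd8OG substrate at 10 nM final; Dosing: 12.5 µM compound; Incubation: 90 min reaction at room temperature; Detection: fluorescence polarization of the substrate; Evaluation: % inhibition of substrate cleavage by Csn5; Control set: substrate-only high control, full reaction low control.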
MLLE-PAM2 inh: inhibitors of PABP1 MLLE–PAM2 peptide binding, primary screen, biochemical, fluorescence polarization, FITC-PAM2, GST-MLLE. Polyadenylate-binding protein 1 (Homo sapiens), P11940. inhibition, % at 20 µM. actives 0.36% (n = 360,000); in the data active = inhibition above about 35%, passing the limit was not always enough;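 note: plate controls were DMSO wells with GST-MLLE for no effect and wells lacking GST-MLLE protein for full effect; some results filed as inactive read as strong as hits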
eLon inh: inhibitors of E. coli Lon protease, primary screen, biochemical, fluorescence polarization. purified E. coli Lon protease. inhibition, % at 7.94 µM. actives 0.42% (n = 360,000). AID 602123, 2011; in the data active = inhibition above about 13%, passing the limit was not always enough;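 note: 0% = enzyme with probe and DMSO and 100% = no enzyme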
Target sequence (P0A9M0 whole entry, looked up): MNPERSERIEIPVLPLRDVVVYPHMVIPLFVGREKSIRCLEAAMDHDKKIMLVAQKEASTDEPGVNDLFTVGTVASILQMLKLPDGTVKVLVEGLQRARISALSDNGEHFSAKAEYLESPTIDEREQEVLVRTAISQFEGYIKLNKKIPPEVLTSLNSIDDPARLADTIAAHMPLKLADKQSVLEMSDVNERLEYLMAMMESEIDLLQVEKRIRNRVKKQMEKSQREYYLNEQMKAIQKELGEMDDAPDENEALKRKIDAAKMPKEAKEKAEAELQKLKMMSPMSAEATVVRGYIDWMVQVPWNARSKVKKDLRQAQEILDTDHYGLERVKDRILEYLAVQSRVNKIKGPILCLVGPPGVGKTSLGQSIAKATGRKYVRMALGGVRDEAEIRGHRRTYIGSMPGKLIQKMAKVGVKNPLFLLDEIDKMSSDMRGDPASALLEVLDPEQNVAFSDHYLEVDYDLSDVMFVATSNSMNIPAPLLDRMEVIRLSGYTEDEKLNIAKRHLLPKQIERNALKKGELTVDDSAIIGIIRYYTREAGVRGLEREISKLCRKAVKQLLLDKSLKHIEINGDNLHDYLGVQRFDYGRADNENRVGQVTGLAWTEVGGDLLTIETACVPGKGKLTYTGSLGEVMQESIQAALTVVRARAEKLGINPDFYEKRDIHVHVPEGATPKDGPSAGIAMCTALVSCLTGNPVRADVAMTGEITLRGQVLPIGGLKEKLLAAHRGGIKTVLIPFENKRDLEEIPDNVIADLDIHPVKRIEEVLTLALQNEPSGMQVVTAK
MsrA inhibitor: bovine MsrA enzyme inhibitors, primary screen, biochemical, absorbance, HTS; Methionine sulfoxide reductase A (Bos taurus); inhibition, % at 15.5 µM; purified bovine MsrA, absorbance read-out; actives 0.75% (n = 360,000); AID 651718, 2012; in the data active = inhibition above about 4.5%;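 note: 0% = vehicle wells with enzyme and 100% = reference inhibitor wells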
FAS TE block: FAS thioesterase domain inhibitors, primary screen, biochemical, fluorescence intensity, uHTS. Fatty acid synthase (Homo sapiens), P49327. recombinant FAS-TE, OMFH fluorogenic substrate, fluorescence endpoint. inhibition, % at 15 µM. actives 0.67% (n = 360,000). AID 602261, 2012;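 active = compounds whose normalised, plate-corrected inhibition of enzyme fluorescence in the single-dose primary screen is 50% or more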;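 note: 0% = DMSO with enzyme and 100% = substrate without enzyme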
bovine MsrA act: bovine MsrA enzyme activators, primary screen, biochemical, absorbance, HTS | Methionine sulfoxide reductase A (Bos taurus) | purified bovine MsrA, absorbance read-out | activation, % at 10.6 µM | actives 0.3% (n = 360,000) | AID 602163, 2012; in the data active = activation above about 7.5%;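 note: 0% = vehicle and 100% = reference activator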
MT1-MMP act inh: blockers of MT1-MMP proenzyme processing, primary screen, HT1080 RFP-PRO-GFP cells, GFP/RFP fluorescence; Matrix metalloproteinase-14 (Homo sapiens), P50281; GFP/RFP ratio fluorescence, overnight; percent of plate control window, DMSO zero; GFP/RFP ratio change, % at 20 µM; actives 0.061% (n = 360,000);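 active = GFP/RFP ratio change of at least 30% with cell ATP level not reduced by more than half and red fluorescence within 50% of control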; note: strong numbers were not always called active
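Material – HT1080 RFP-PRO-GFP cells · Control set – DMSO wells and RFP-L50D-GFP cells · Incubation – overnight cell settling, then overnight compound exposure, 37 °C, 5% CO2 · Compound dosing – single-point 20 µM compound, 1% DMSO · Read-out – GFP/RFP fluorescence ratio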
Rpn11 inh: Rpn11 (PSMD14) deubiquitinase inhibitors, primary screen, biochemical, fluorescence polarization, uHTS; human 26S proteasome, Ub4-pepOG fluorescence polarization; 20S core pre-blocked with epoxomicin; 26S proteasome non-ATPase regulatory subunit 14 (Homo sapiens), O00487; calls only at 20 µM; actives 0.59% (n = 360,000);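 active = inhibition at 20 µM, scaled to each plate's controls, above about 33%, limit read from the data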
Numbers without * were called inactive; i = inactive; & = joins results of further samples.

Values in the order – Rin1-Abl PPI inh | CSN deneddyl inh | MLLE-PAM2 inh | eLon inh | MsrA inhibitor | FAS TE block | bovine MsrA act | MT1-MMP act inh | Rpn11 inh
C[C@@H](NS(=O)(=O)c1ccc(Br)cc1F)[C@@H](O)c1ccccc1
    -1 | -1 | 7 | -3 | -0.1 | -3 | -5 | 3 | i
Cc1ccc(OCc2cc(C(=O)N(C)Cc3cnn(-c4ccccc4C)c3)no2)cn1
    -2 | -2 | -2 | -9 | -0.3 | -4 | -5 | 2 | i
COc1ccc(S(=O)(=O)Nc2ccc(F)c(F)c2)cc1C(=O)N1CCOCC1
    -1 | -1 | 1 | -8 | 0.2 | 0 | -2 | -1 | i
Cc1cccc(C)c1NC(=O)CNC(=O)c1ccncc1
    3 | -1 | -1 | -2 | 1.3 | -10 | -7 | 2 | i
Cc1cc(-c2nnc(SCCC(=O)Nc3ccccc3)o2)no1
    -1 | 6 | -24 | -15 | -0.5 | -5 | -2 | 4 | i
Cn1c(-c2ccc(N)cc2)nc2ccccc21
    0 | -4 | -3 | -16 | -0.5 | -2 | 0 | 5 | i
CCOc1ccc(C(=O)NC(C(=O)N2CCC2)C(C)C)cc1 (stereo not given)
    2 | 0 | 11 | -3 | -0.7 | -6 | -3 | -3 | i
COc1ccc(S(=O)(=O)NCCSCc2ccc(Cl)cc2)cc1NC(C)=O
    1 | -2 | 8 | -16 | 1.5 | 2 | 0 | 1 | i
COc1ccc(NC(=O)Cn2cc(C(=O)C3CC3)c3ccccc32)cc1
    -1 | 1 | -17 | 5 | 0.0 | 1 | -5 | 0 | i
Cc1ccccc1-c1nc(CS(=O)(=O)CC(=O)NCCCN2CC(C)CC(C)C2)c(C)o1 (stereo not given)
    1 | 1 | 9 | 3 | 1.0 | -1 | -2 | 5 | i

An excerpt of these results, comma-delimited:
molecule,Rin1-Abl PPI inh,CSN deneddyl inh,MLLE-PAM2 inh,eLon inh,MsrA inhibitor,FAS TE block,bovine MsrA act,MT1-MMP act inh,Rpn11 inh
Cc1cc(-c2nnc(SCCC(=O)Nc3ccccc3)o2)no1,-1,6,-24,-15,-0.5,-5,-2,4,i
Cn1c(-c2ccc(N)cc2)nc2ccccc21,0,-4,-3,-16,-0.5,-2,0,5,i
CCOc1ccc(C(=O)NC(C(=O)N2CCC2)C(C)C)cc1 (stereo not given),2,0,11,-3,-0.7,-6,-3,-3,i

More structures follow.
Values in the order – Rin1-Abl PPI inh | CSN deneddyl inh | MLLE-PAM2 inh | eLon inh | MsrA inhibitor | FAS TE block | bovine MsrA act | MT1-MMP act inh | Rpn11 inh
COc1ccc(NC(=O)CCCn2c(=O)c3sccc3n(Cc3cccc(C)c3)c2=O)cc1
    -1 | -1 | -4 | 5 | 0.5 | 10 | -4 | 1 | i
Cc1cc(C)n(-c2ccc(Cl)c(C(=O)OCC(=O)N3CCCCC3C)n2)n1 (stereo not given)
    3 | -3 | -2 | -7 | 1.2 | -8 | -4 | 3 | i
Cc1nn(-c2ccccc2)nc1CNC(=O)C1CC1
    3 | 6 | -7 | 0 | 1.4 | -5 | -2 | -2 | i
COc1ccc(-c2cc3ccccc3n2CC(O)CN2CCOCC2)cc1 (stereo not given)
    0 | 1 | -8 | -2 | -0.2 | 0 | -3 | 1 | i
CCN(CC)CCN1C(=O)Cn2c(C)c(C)c3cccc1c32
    1&-1 | 1&0 | 5&-3 | 5&2 | 0.4&0.0 | -3&-4 | -2&-13 | -1&6 | i
CC1(C)CC(=O)c2cc(C(=O)O)c(=O)n(-c3ccccc3)c2C1
    -1 | 3 | 0 | -4 | -0.5 | -1 | -1 | -1 | i
COC(=O)CNC(=O)CN(c1ccc(OC)cc1OC)S(=O)(=O)c1ccccc1
    3 | 2 | 8 | 3 | 0.2 | -3 | -3 | -3 | i
CN1CCc2c(c3c(n2C)CCN(C)[C@@H]3c2cccnc2)[C@H]1c1cccnc1
    -5 | 2 | -9 | 0 | -0.7 | -3 | -3 | 3 | i
Cc1cccc(C(=O)NNC(=O)c2ccccc2Br)c1
    1 | -2 | 6 | -10 | 0.4 | -4 | 4 | -3 | i
Cc1nc2cc(N3CCCCC3)c(NC(=O)c3cccnc3)cc2c(=O)n1Cc1ccccc1
    2 | 6 | -15 | -3 | 0.3 | 2 | -5 | 2 | i
Cc1sc2ncnc(N3CCN(S(=O)(=O)c4ccc(Br)cc4)CC3)c2c1C
    1 | -1 | 1 | -5 | -0.9 | 36 | -4 | -14 | i
Cc1cc(C)n(-c2ccc(F)cc2CN2CCN(C3CCCC3)C(CCO)C2)n1 (stereo not given)
    -2 | 2 | 0 | -5 | -0.4 | -2 | -1 | -6 | i
CC(c1ccccc1)c1nnc(NC(=O)Nc2ccccc2)s1 (stereo not given)
    0 | -1 | 15 | -9 | -0.7 | 19 | -8 | 8 | i
COc1ccc(S(=O)(=O)N(C)C[C@H]2OCc3cn(nn3)CCCC(=O)N([C@@H](C)CO)C[C@@H]2C)cc1
    8 | -1 | 1 | -11 | 0.4 | -3 | -8 | 3 | i
COc1cccc2sc(Nc3nc(-c4cc5ccccc5oc4=O)cs3)nc12
    -4 | 20 | -45 | -4 | 0.7 | 3 | -3 | -7 | i
O=C(Nc1nncs1)c1cccc(S(=O)(=O)N2CCCCC2)c1
    0 | 2 | -4 | 0 | -0.1 | -7 | 4 | -2 | i
COc1ccccc1-c1nnc(SCCN2CCOCC2)n1-c1ccc(C)cc1
    3 | 9 | -53 | 9 | 0.3 | -3 | -1 | 3 | i
Cc1cc(C)n(-c2ccc(NC(=O)C3CCCCN3C(=O)c3occc3C)cc2)n1 (stereo not given)
    1 | -3 | 3 | 1 | 0.5 | -4 | -3 | -2 | i
COC(=O)c1c(NC(=O)c2nn(C)cc2Cl)sc2c1CCCC2
    -7 | 3 | -6 | -6 | 1.7 | 32 | -2 | 0 | i
CC(Oc1ccc2c3c(c(=O)oc2c1)CCCC3)C(=O)NCc1ccncc1 (stereo not given)
    2 | -4 | -3 | 6 | 1.8 | -2 | -3 | 2 | i
CCOc1ccc(-n2c(C)cc(/C=N/Nc3nc(C)cc(=O)[nH]3)c2C)cc1
    -4 | -3 | -6 | 1 | 1.9 | -1 | -3 | 3 | i
OC(c1ccc(F)c(F)c1)c1nc(-c2cnc3ccccc3c2)cs1 (stereo not given)
    -5 | 3 | -2 | -13 | 0.7 | 19 | -5 | -3 | i
CC(C#N)(Nc1ccc(Cl)cc1)c1cccnc1 (stereo not given)
    -2 | 3 | 9 | 8 | 2.6 | -8 | -8 | 5 | i
O=C(CSc1nnc(-c2cccnc2)n1Cc1ccco1)c1ccc(Cl)c(Cl)c1
    1 | 5 | -33 | -3 | -1.0 | 31 | -2 | 5 | i
CCOC(=O)c1cn[nH]c1NC(=S)Nc1ccccc1
    -1 | 1 | 3 | 4 | 0.9 | -136 | -3 | 2 | i
CC(OC(=O)CCc1nc2ccccc2c(=O)[nH]1)C(=O)Nc1ncc(Cl)cc1Cl (stereo not given)
    3 | -6 | -13 | 7 | -0.4 | -4 | -3 | -1 | i
O=C(/C=C/c1ccccc1)Nc1cccc(S(=O)(=O)Nc2ccccc2F)c1
    -5 | -11 | 32 | -1 | -0.3 | 1 | -10 | 4 | i
Cc1ccc(S(=O)(=O)N2CCN(C(=O)CSc3nc4ccccc4o3)C2)cc1
    5 | 3 | -5 | -5 | -1.5 | 8 | -3 | 0 | i
CCn1c(SC(C)C(=O)NC2CCCC2)nc2cc(S(N)(=O)=O)ccc21 (stereo not given)
    1 | -5 | -66 | -11 | 0.6 | -5 | -3 | 1 | i
COc1ccc(C(=O)NCC(=O)N=Nc2c(O)n(C)c3ccccc23)cc1OC
    -11 | -2 | -1 | -8 | 2.8 | -3 | -4 | 4 | i

Only bovine MsrA act, for some of the entries so far:
molecule	bovine MsrA act
Cc1nc2cc(N3CCCCC3)c(NC(=O)c3cccnc3)cc2c(=O)n1Cc1ccccc1	-5
Cc1sc2ncnc(N3CCN(S(=O)(=O)c4ccc(Br)cc4)CC3)c2c1C	-4

Shown in CSV form: 2 of the compounds above.
SMILES,Rin1-Abl PPI inh,CSN deneddyl inh,MLLE-PAM2 inh,eLon inh,MsrA inhibitor,FAS TE block,bovine MsrA act,MT1-MMP act inh,Rpn11 inh
CCn1c(SC(C)C(=O)NC2CCCC2)nc2cc(S(N)(=O)=O)ccc21 (stereo not given),1,-5,-66,-11,0.6,-5,-3,1,i
COc1ccc(C(=O)NCC(=O)N=Nc2c(O)n(C)c3ccccc23)cc1OC,-11,-2,-1,-8,2.8,-3,-4,4,i

(more compounds)
Values in the order – Rin1-Abl PPI inh | CSN deneddyl inh | MLLE-PAM2 inh | eLon inh | MsrA inhibitor | FAS TE block | bovine MsrA act | MT1-MMP act inh | Rpn11 inh
COc1ccc(C(NC(=O)c2c(F)c(F)c(F)c(F)c2F)c2ccccc2)cc1 (stereo not given)
    -1 | -12 | 9 | 4 | -0.4 | 43 | -4 | -9 | i
CCOc1ccc(NC(=O)C2CCCN(C(=O)Nc3ccccc3)C2)cc1 (stereo not given)
    1 | 0 | 0 | 5 | -0.2 | -4 | -5 | 2 | i
C[C@@H]1CN([C@H](C)CO)C(=O)c2cc(C#CC3CC3)cnc2O[C@H]1CN(C)S(C)(=O)=O
    -1 | 1 | -8 | 2 | -0.9 | -8 | -3 | 0 | i
CC(C(=O)N1CCOCC1)N1c2cccc3cccc(c23)S1(=O)=O (stereo not given)
    -4 | 2 | 1 | -7 | 1.0 | -6 | 0 | -2 | i
Cc1ccc(S(=O)(=O)NC(=O)Nc2cc(C)on2)cc1
    5 | -2 | -2 | -10 | 2.0 | -6 | -8 | -1 | i
Cc1c(C(=O)Nc2ccccc2[N+](=O)[O-])csc1-c1ccccc1
    -4 | -6 | -3 | 4 | -0.1 | 22 | -2 | 1 | i
c1ccc2cc(C3OCC4(CCCC4)CO3)ccc2c1
    -5 | -5 | -7 | -12 | 0.9 | 13 | -9 | -1 | i
O=C(Nc1ccccc1C(=O)N1CCN(c2ccccc2)CC1)c1ccco1
    -2 | -3 | -1 | 5 | -1.1 | -6 | -3 | 0 | i
CN1CCN(CC(=O)Nc2nnc(-c3cccs3)s2)CC1
    -2 | 4 | 9 | 11 | 0.9 | -5 | -9 | 7 | i
O=C(c1ccccc1)N1N=C(c2ccccc2)CC1c1ccccc1O (stereo not given)
    7 | 7 | 5 | 4 | -0.1 | 19 | -1 | -6 | i
CCOC(=O)Cc1csc(NC(=O)c2ccco2)n1
    3 | 0 | -8 | -3 | 0.8 | -7 | -3 | -8 | i
CC1=C(C(=O)N(C(C)C)C(C)C)CC(CC(=O)NCc2cccc3ccccc23)C(=O)N1CCCN1CCCC1=O (stereo not given)
    2 | 4 | 1 | 4 | 0.4 | -4 | -9 | -1 | i

High-throughput results as filed in PubChem BioAssay.

Compounds were not picked by outcome; any-hit rate near 3.7%.
